# TEAD-YAP block: TEAD-YAP interaction inhibition. HEK-TIYL cells, TEAD-Gal4/YAP UAS-luciferase luminescence. inhibition, % at 9.12 µM. 1.4% of 640,000 active. AID 1259422; in the data active = inhibition above about 32%;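 also: 0% = median of test compound wells and 100% = reference inhibitor wells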
# MITF primary: inhibitors of human MITF; O75030; AlphaScreen MITF homodimerization, bead proximity signal; inhibition, % at 2.6 µM; 0.91% of 650,000 active; AID 1259374; in the data active = inhibition above about 50%;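 also: 0% = vehicle wells with protein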
# Target sequence (O75030 whole entry, looked up): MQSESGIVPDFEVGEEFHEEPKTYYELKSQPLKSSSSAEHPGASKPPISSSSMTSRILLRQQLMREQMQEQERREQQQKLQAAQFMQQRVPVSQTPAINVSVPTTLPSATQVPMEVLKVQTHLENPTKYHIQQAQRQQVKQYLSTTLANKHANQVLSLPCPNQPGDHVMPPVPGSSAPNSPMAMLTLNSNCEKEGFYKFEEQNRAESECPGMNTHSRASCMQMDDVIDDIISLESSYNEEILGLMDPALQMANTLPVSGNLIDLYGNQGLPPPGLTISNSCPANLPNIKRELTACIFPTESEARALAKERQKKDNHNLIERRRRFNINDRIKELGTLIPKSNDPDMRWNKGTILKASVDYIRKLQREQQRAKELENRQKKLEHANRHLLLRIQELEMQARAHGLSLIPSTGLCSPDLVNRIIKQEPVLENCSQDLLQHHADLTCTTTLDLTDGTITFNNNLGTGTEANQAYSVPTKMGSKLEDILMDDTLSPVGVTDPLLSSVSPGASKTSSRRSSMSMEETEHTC
# FBW7 act: human FBW7 E3 ligase activation, primary screen | Q969H0 | AlphaScreen FBW7–phospho-cyclin E peptide binding, activator screen | AID 1259310 | 0.13% of 650,000 active | normalized activity (activation), % at 26.1 µM; in the data active = normalized activity above about 1.9%;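 also: purified mutant Fbw7 with reduced substrate affinity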
# GPR151 activ: activators of human GPR151 | Q8TDV0 | PathHunter beta-arrestin GPR151 cells, luminescence | activation, % at 11.2 µM | 1% of 650,000 active; in the data active = activation above about 4.9%;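 also: 0% = median of compound wells and 100% = cells with positive control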
# Target sequence (Q8TDV0 whole entry, looked up): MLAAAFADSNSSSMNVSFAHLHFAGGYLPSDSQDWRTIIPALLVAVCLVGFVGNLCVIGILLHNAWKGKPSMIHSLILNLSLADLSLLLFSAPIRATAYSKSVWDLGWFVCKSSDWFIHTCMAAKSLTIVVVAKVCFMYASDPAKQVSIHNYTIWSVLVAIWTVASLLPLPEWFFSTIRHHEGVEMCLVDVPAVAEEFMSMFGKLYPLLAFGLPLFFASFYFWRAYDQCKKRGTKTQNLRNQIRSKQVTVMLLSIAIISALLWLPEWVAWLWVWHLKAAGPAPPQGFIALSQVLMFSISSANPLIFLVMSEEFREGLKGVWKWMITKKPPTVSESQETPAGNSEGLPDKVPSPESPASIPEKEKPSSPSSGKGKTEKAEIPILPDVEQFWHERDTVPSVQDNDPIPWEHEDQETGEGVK
# Active calls of the source: *; x = not tested or not shown.
canonical_smiles,TEAD-YAP block,MITF primary,FBW7 act,GPR151 activ
CCc1cccc(CC)c1-n1c(CNC(=O)Cc2ccccc2)nnc1SCC(=O)Nc1ccc(OC)cc1,10.0,-9.5,0.0,1.0
COC(=O)C1=C(C)N=c2s/c(=C/c3ccc(OC(C)=O)c(OC)c3)c(=O)n2C1c1ccccc1 (stereo not drawn),-11.8,2.4,0.0,0.7
CCCn1cnc2sc(C(=O)Nc3ccc(Br)cc3C)c(C)c2c1=O,1.2,2.3,0.0,0.3
CCCC(=O)N(c1ccc2oc(=O)sc2c1)S(=O)(=O)c1cccs1,19.1,-4.1,-0.1,1.3
Clc1ccc(Cc2nnc(-c3ccco3)o2)cc1,-28.4,9.0,-0.1,0.0
O=c1c2ccccc2nc(-c2ccc(F)cc2)n1NCc1ccccc1,-12.8,-14.9,0.3,1.7
CCCCNC(=O)c1c[nH]c2ccc(S(=O)(=O)N(C)c3ccc(OCC)cc3)cc2c1=O,7.5,4.4,0.3,-0.6
CCOC(=O)COc1ccc(S(=O)(=O)Nc2cc(Cl)cc(Cl)c2)cc1,-1.4,-7.8,-0.1,0.6
COc1ccc2c(=O)c(Oc3ccccc3)c(C)oc2c1,-0.9,9.4,0.0,1.1
NC(=O)c1csc(-c2ccc3[nH]ccc3c2)n1,-3.1,14.3,0.1,-0.7
O=C(NC1CCN(Cc2ccccc2)CC1)c1ccc2c(=O)n3c(nc2c1)CCCCC3,-7.9,-11.7,0.2,-0.1
COc1cc(NC(=O)c2nn3c(c2Cl)NC(c2ccc(OC)c(OC)c2)CC3C(F)(F)F)cc([N+](=O)[O-])c1 (stereo not drawn),5.0,6.1,0.0,-2.2
O=C(CSc1nnc2c3ccccc3n(CCc3ccccc3)c2n1)OCN1C(=O)c2ccccc2C1=O,4.8,5.2,0.0,-0.6
COCCCNCCOCCOc1ccc(I)cc1,-15.1,30.3,0.0,0.1
CC(=O)N1CCN(Cc2cc(C(C)(C)C)cc(C(C)(C)C)c2O)CC1,-8.2,-19.3,0.1,0.0
CCOC(=O)CN1C(c2ccc(O)cc2)Nc2ccc(Br)cc2C1c1ccccc1 (stereo not drawn),12.5,9.5,0.7,-2.3
CCC(=O)N(c1ccc(OC)cc1OC)C1C=CS(=O)(=O)C1 (stereo not drawn),1.7,0.7,0.0,-0.4
NC(=O)c1cccc(CC2(c3cccc(F)c3)C(=O)Nc3cc(F)ccc32)c1 (stereo not drawn),-6.8,16.5,-0.1,-1.0
CCCC(C)NC(=S)NC(=O)c1cc(S(=O)(=O)N2CCOCC2)ccc1C (stereo not drawn),14.4,-0.5,0.0,4.5
CCOC(=O)c1ccc(NC(=O)CSc2nnc(CNC(=O)c3ccco3)n2-c2ccc(OCC)cc2)cc1,2.6,-12.0,-0.1,0.6
C=CCSc1nsc(NC(=O)Nc2ccccc2)n1,0.8,3.8,0.0,0.7
Cc1ccc(C(=O)Nc2nnc(SCC(=O)NCCc3ccccc3)s2)cc1,-29.1,-6.8,0.0,1.4
O=C(CSc1nnc(NC(=O)C23CC4CC(CC(C4)C2)C3)s1)N1CCCC1,15.1,7.3,-0.1,-0.7
O=C(CCCNS(=O)(=O)c1cccs1)N1CCN(c2cccc(Cl)c2)CC1,6.3,1.7,-0.1,-0.4
O=C(Cn1c2ccccc2c(=O)c2ccccc21)Nc1ccc(C(F)(F)F)cn1,-10.7,-8.6,0.3,-0.8
CC1=C(C(=O)NCCN(C)C)C2(CCCCCC2)OC1=O,1.1,-4.0,0.0,0.6
C/C(=C\C(=O)OCCCc1cc(C(C)(C)C)c(O)c(C(C)(C)C)c1)NC1CCCCC1,-5.6,-1.0,-0.1,-1.3
CCOC(=O)C(C(C)CC)N(CCC(C)C)S(=O)(=O)c1ccc(F)cc1 (stereo not drawn),6.2,27.6,0.0,1.0
Cc1cccc(C(=O)Nc2ccc3nc(SC(C)C(=O)Nc4c(C)cc(C)cc4C)sc3c2)c1 (stereo not drawn),-6.8,0.3,-0.1,1.6
Cc1sc(NC(=O)c2ccccc2)c(C(=O)O)c1-c1ccccc1,-3.5,12.3,0.0,-6.4
COc1cc(C2C(=O)N(C3CCCCC3)CC(=O)N2CC2COc3ccccc3O2)ccc1OC(C)C (stereo not drawn),-17.1,-3.6,-0.1,-0.1
N#CC1=C(N)N(c2ncn[nH]2)C2=C(C(=O)CC(c3ccccc3)C2)C1c1ccccc1C(F)(F)F (stereo not drawn),1.6,-1.4,-0.1,-0.6
O=C(NCc1ccccn1)C1CCN(C2CCN(C3CCCCCC3)CC2)CC1,5.4,-2.5,-0.1,0.0
Cc1cc(NC(=O)c2ccco2)nc2c1c(=O)oc1ccccc12,0.1,8.4,0.0,-0.3
COc1ccc(N2C(=O)CCCC2=O)cc1,0.4,-1.2,0.2,0.7
Cc1cc(OCC(=O)N/N=C/c2ccccn2)ccc1Cl,-2.8,6.0,0.1,0.5
COc1cc(CN2CCN(Cc3ccc(F)cc3)CC2)cc(OC)c1OC,-2.3,83.6*,-0.1,1.0
COc1ccccc1-c1c(C)nn2c(N3CCC4(CC3)OCCO4)cc(C)nc12,-1.5,2.9,0.1,-0.4
Cn1c(C(=O)NCc2cccnc2)cc2sc(Cl)cc21,0.9,12.9,-0.1,0.2
COC(=O)c1sc(N)c(C(=O)OC)c1CSCc1ccccc1C,-5.3,-3.4,-0.2,0.1
Cc1cccc(NC(=O)c2c(NC(=O)c3ccccc3C)sc3c2CCCCC3)c1,-15.4,2.5,-0.1,-2.0
CC(C)c1ccc(NC(=O)C2C3C=CC4(O3)C2C(=O)N(CCCN(C)Cc2ccccc2)C4C(=O)NC2CCCC(C)C2C)cc1 (stereo not drawn),7.3,10.6,0.2,-0.4
COCc1c(C(=O)N2CC3CCC2C3)c(=O)cc(C)n1Cc1cccc2ccccc12 (stereo not drawn),-17.4,5.9,-0.1,0.2
CC1=C(C(=O)Nc2ccccn2)C(c2ccc(N(C)C)cc2)C2=C(CC(C)(C)CC2=O)N1 (stereo not drawn),-3.2,-11.8,-0.2,-0.5
Cc1ccc2c(c1)-c1onc(C(=O)N3CCC(C)CC3)c1CO2,-9.7,-11.3,0.0,0.5
Cc1c(Cl)cccc1NC(=O)C(=O)NC1CC1,-37.8,7.8,0.7,-0.6
Cc1ccc(Nc2nnc(-c3cc4ccc(O)cc4oc3=O)s2)cc1,8.4,-6.4,0.2,0.1
CC(Oc1ccc(Br)cc1)C(=O)Nc1cccc([N+](=O)[O-])c1 (stereo not drawn),-8.2,18.7,0.1,6.1*
CC(C)NC(=O)c1cccc(NC(=O)Nc2ccc(-c3cn[nH]c3)cc2)c1,4.8,8.6,0.2,0.1
Oc1ccccc1NCC(O)Cn1ccc2ccccc21 (stereo not drawn),-6.8,33.4,-0.2,0.2
O=C(CNC(=O)c1ccco1)OCC(=O)c1ccc(Cl)cc1,-5.2,1.2,0.0,-0.4
CCCCCCn1c(C)c(C)n2c3c(=O)n(CC(N)=O)c(=O)n(C)c3nc12,-3.8,6.1,0.1,0.8
COc1ccc(COC(=O)C2=C(C)NC3=C(C(=O)CC(C)(C)C3)C2c2ccc(OC)c(O)c2)cc1 (stereo not drawn),-0.9,-6.1,0.1,1.9
COc1ccccc1Cc1noc(-c2ccccc2Cl)n1,-74.2,-7.1,0.1,1.8
COC(=O)/C(C#N)=C\Nc1ncc(-c2ccccc2)s1,-32.2,-15.7,0.0,-0.6
Cc1cc(=O)oc(C)c1C(=O)NCCCN1CCN(c2ccccc2F)CC1,-10.7,-9.9,-0.1,-1.0
O=C(Oc1coc(CSc2ncccn2)cc1=O)c1c(F)cccc1Cl,-5.4,24.4,0.0,0.7
O=C(Oc1ccccc1)Oc1cc2sc(=O)oc2cc1Cl,5.0,22.6,0.1,-1.2
COC(CNC(=O)CCCCCn1c(=S)[nH]c2ccccc2c1=O)OC,2.0,19.7,0.7,0.5
O=C(Cn1ccc2ccccc21)NCCCOc1cccc2cccnc12,2.7,5.5,0.1,0.8

# The list goes on.
canonical_smiles,TEAD-YAP block,MITF primary,FBW7 act,GPR151 activ
O=C(NCCCN1CCCC1=O)c1csc(NCCN2CCOCC2)n1,1.7,-2.0,-0.1,0.1
CN(C)c1ccc(-c2nc3cc(NC(=O)c4ccc(C(C)(C)C)cc4)ccc3o2)cc1,-11.3,5.3,-0.1,1.5
O=C1C[C@@H](O)C(O)[C@@H]2[C@@H]3C(=O)N(Cc4ccccc4)C(=O)[C@@H]3CC[C@@H]12 (stereo partly drawn),x,0.3,0.1,0.2
COC(=O)c1ccc(OCC(O)CN2CCN(CCO)CC2)cc1 (stereo not drawn),9.7,0.0,0.3,-0.5
COc1ccc(-c2noc(N3CCC(N4CCCCC4)CC3)n2)cc1,-15.1,8.6,-0.2,-2.6
Cn1c(/C(C#N)=C/c2ccccc2F)nc2ccccc21,9.8,0.7,0.0,1.2
OC1CCCN(Cc2cccc(Cl)c2)C1 (stereo not drawn),-3.6,-10.4,-0.2,-0.5
Cc1ccc(C2CC(c3cccs3)=NN2C(=O)CSc2nc3ccccc3o2)cc1 (stereo not drawn),-2.8,-12.4,-0.1,0.3
Cc1nn(C)c(C)c1-c1cccc(C(=O)NCCN2CCOCC2)n1,-0.8,8.0,0.1,-0.1
CN1C(=O)C(C)(C)c2cc(S(=O)(=O)N3CCN(c4ccccc4)CC3)ccc21,2.1,16.3,0.0,-0.2
CCOC(=O)c1c(NC(=O)c2ccc3c(c2)OCO3)sc(C(=O)N2CCCCC2)c1C,-5.1,-2.6,0.0,0.3
CCc1sc(/C=C(/C#N)C(=O)OC)cc1[N+](=O)[O-],7.4,13.9,-0.1,0.7
CCOc1ccc(CCNS(=O)(=O)c2cc(-c3nnc(Nc4cccc(C)c4)c4ccccc34)ccc2C)cc1OCC,1.6,11.0,0.0,0.1
COc1c(C(=O)NC(=S)Nc2nnn(C)n2)cc2ccccc2c1Br,-4.5,3.3,1.2,0.6
Clc1ccc(CNc2ncnc3sccc23)cc1,52.3*,-2.5,0.0,1.1
CCOC(=O)C1CCN(/C(=N\S(=O)(=O)c2ccc(F)cc2)c2ccccc2)CC1,9.2,1.8,0.0,0.8
COc1ccc(NC2CC(=O)N(c3ccccc3)C2=O)cc1 (stereo not drawn),-0.6,-4.9,0.2,3.4
COc1ccccc1NC(=O)c1cn(-c2ccc(F)cc2F)c(=O)c2ccccc12,-5.3,16.4,1.3,-0.3
CCc1nc(CN2CCC(CO)(Cc3ccccc3C(F)(F)F)CC2)c(C)[nH]1,-7.3,5.6,-0.1,-1.4
COc1ccc(C(C(=O)NC2CCCC2)N(C(=O)c2csnn2)C2CCCC2)cc1 (stereo not drawn),-0.6,0.6,0.1,-1.4
CC(C)=C1C(=O)Nc2ccc(S(=O)(=O)N3CCOCC3)cc21,6.2,-11.6,0.0,-0.9
Cc1cc(C)c(S(=O)(=O)NCC2CC(=O)N(c3ccc(F)cc3)C2)c(C)c1 (stereo not drawn),3.1,8.3,0.1,-1.6
Cc1c(Cl)cccc1-n1c(SCC(=O)c2ccc(Br)cc2)nc2[nH]ncc2c1=O,7.5,3.6,0.0,0.4
NS(=O)(=O)c1ccc(NC(=O)CSc2nnc(-c3ccco3)o2)cc1,9.3,-1.4,0.7,-1.2
COc1ccc(Cl)cc1N(CC(=O)N1CCCCC1)S(=O)(=O)c1ccc(C)cc1,-6.2,-7.2,-0.2,1.5
Cc1nnc(SCC(=O)OC2CC3CCC2(C)C3(C)C)[nH]c1=O (stereo not drawn),-10.6,12.1,0.9,2.4
CC(C)n1c(-c2ccc(C(=O)N3CCN(C)CC3)cc2)nc2c(NCc3nc4ccccc4[nH]3)ncnc21,4.0,5.9,-0.1,-2.0
Cc1ccc(NS(=O)(=O)c2cc3c(cc2C)n(C)c(=O)c(=O)n3C)cc1Cl,4.2,8.1,0.0,-0.7
COc1ccc(-c2ncc(C)c(NCCO)n2)cc1,-4.8,4.0,0.1,-1.7
CCCN(CCC)CCCNC(=O)C(=O)Nc1ccc(OC)cc1,4.7,1.3,0.0,1.3
Cc1cc(C)n(C(=O)N2c3ccccc3Sc3ccccc32)n1,14.2,5.7,0.5,-0.6
Cc1ccccc1NC(=O)NCCc1nc2ccccc2[nH]1,0.5,-8.2,-0.1,0.8
COc1ccc(OC)c(S(=O)(=O)Nc2cc(SCC(=O)O)c(O)c3ccccc23)c1,-10.9,13.3,-0.7,1.5
COc1ccc(-n2nc(C(=O)NCC(=O)N3CCN(c4ccccc4OC)CC3)c3ccccc3c2=O)cc1OC,10.7,-2.0,0.0,-1.0
Nc1nc(-c2sc3nc(-c4ccccc4)cc(C(F)(F)F)c3c2N)nc(N2CCOCC2)n1,1.8,19.8,0.3,1.8

# Results in GPR151 activ, for five of the compounds above:
molecule	GPR151 activ
Cc1cc(C)n(C(=O)N2c3ccccc3Sc3ccccc32)n1	-0.6
Cc1ccccc1NC(=O)NCCc1nc2ccccc2[nH]1	0.8
COc1ccc(OC)c(S(=O)(=O)Nc2cc(SCC(=O)O)c(O)c3ccccc23)c1	1.5
COc1ccc(-n2nc(C(=O)NCC(=O)N3CCN(c4ccccc4OC)CC3)c3ccccc3c2=O)cc1OC	-1.0
Nc1nc(-c2sc3nc(-c4ccccc4)cc(C(F)(F)F)c3c2N)nc(N2CCOCC2)n1	1.8
